Bioassay records: PubChem BioAssay, National Center for Advancing Translational Sciences (NCATS)
Imprint erasure – genomic imprint erasure induction. mouse ES Peg3-LacZ reporter, beta-gal luminescence, 40 h. Potency, µM (series often up to 60.7 µM), without a hit: at the top dose activity change, positive = activation, most hits filed as activators. 110,000 tested, 0.02% active;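 note: 0% = negative control wells on the plate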
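Readout: BetaGlo luminescence (5 min, room temp) for LacZ from the normally silent maternal Peg3 allele in female Peg3LacZ-Neo ES cells. Cells 300/well, 40 h, 37C, 5% CO2. Data normalized per plate to negative controls.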
p53ts 32C tox – p53ts cell cytotoxicity, permissive temperature. H1299-p53A138V at 32C, ATP luminescence viability, 24 h. Potency, µM (doses to about 46.1 µM), inactives show top-dose activity change, negative = cytotoxicity, actives largely listed as cytotoxic. 130,000 tested, 0.93% active. AID 924;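 note: 0% = DMSO and -100% = full killing by reference compound; nearly all actives have a fitted effect of over 55% in size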
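H1299-p53 A138V cells (temperature-sensitive p53) exposed 24 h to up to 46 uM compound at 32C, where p53 is wild-type in conformation. Viability read as ATP luminescence and normalised to DMSO and 100 uM tamoxifen. AC50 fitted with the Hill equation.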
p53ts 39C tox – p53ts cell cytotoxicity, nonpermissive temperature. H1299-p53A138V viability at 39C, ATP luminescence, 24 h. Potency, µM (doses to about 46.1 µM), without a hit: at the top dose activity change, negative = cell killing, most hits filed as cytotoxic. 130,000 tested, 1.5% active. AID 902; note: nearly all actives have a fitted effect of over 55% in size
IkB sig inh – suppresses IkB signaling in ABC-DLBCL reporter cells; ABC-DLBCL IkBa-CBG/CBR dual luciferase ratio, 4 h; response scale: scaled: untreated 0%, proteasome inhibitor 100%; Potency, µM (series often up to 57.1 µM), without a hit: top-dose IkBa stabilization activation; 110,000 tested, 0.04% active; AID 445; active = well fitted curve in the direction sought with a large enough effect in the signal ratio, not every such curve was filed as active; inconclusive = small, poorly fitted or top-dose-only effect, or a change in a side signal; the % refers to the signal ratio;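 note: the direction sought is a rising ratio; 0% = basal untreated cells and 100% = reference inhibitor full response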
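Curves were fitted separately to fusion (green), unfused (red) and ratio luminescence, then classed by r2, magnitude and activity. Cells: OCI-Ly3, 4 h compound plus doxycycline at 37C; 10 uM MG-132 defined full response.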
Active calls of the source: *; ? = inconclusive; · = no result given; & = joins results of further samples; [ ] = remark or other dose. Unless noted, calls come from the whole dose curve; as a rule, active = well fitted curve in the direction sought with a large enough effect; inconclusive = small, poorly fitted or top-dose-only effect, or another doubt; inactive = no such curve, though single readings can be large; an effect the other way counts as inactive or inconclusive. Unless noted, % is set by controls: 0 for no effect and ±100 for the full control effect; potency is the fitted concentration of half-maximal effect.

SMILES	Imprint erasure	p53ts 32C tox	p53ts 39C tox	IkB sig inh
c1ccc(-c2noc(-c3ccc4ccccc4c3)n2)nc1	-91%[inhibitor]	0.32µM*	0.63µM*	?
CCN(CC)c1ccc2cc(-c3nc(-c4ccccc4)no3)c(=O)oc2c1	-12%[10.9 µM]	2%	-10%	?
COC(=O)c1ccc(NC(=O)Cn2nnc3ccccc32)cc1	-43%[inhibitor]	3%	-16%	-0.4%
CCc1cnc2c(c1SCC(=O)c1ccc(OC)cc1)c(=O)n(C)c(=O)n2C	-9%[10.9 µM]	15%	1%	1.6%
COCCn1c(C)cc2c(c1=O)C(c1ccccc1F)C(C#N)=C(N)O2 (centres undefined)	-3%	0%	5%	-0.3%
CC(=O)Nc1cccc(OCC(O)Cn2c(C)nc3ccccc32)c1 (centres undefined)	·	1%	2%	·
COc1ccc(-c2nc(CSCC(=O)N3CCN(c4ccccc4)CC3)c(C)o2)cc1	-5%[10.9 µM]	1%	-12%	?
CCOC(=O)N1CCN(C(=O)C2CCC(CNS(=O)(=O)c3ccc(Cl)cc3)CC2)CC1 (centres undefined)	-5%	4%	-6%	2.0%
Cc1nn(CC(=O)N2CCN(c3ccccc3)CC2)c(=O)c2cccn12	-15%[10.9 µM]	-15%	-11%	-1.7%
Cc1cc(C)c2c(-n3cccc3)c(C(=O)NCCCN3CCCCC3)sc2n1	5%[10.9 µM]	6%	15%	-2.3%
COc1cccc2c1CCC1CC(=O)CC[C@@]21C (some centres undefined)	-24%	-12%	7%	·
CCC(=O)N1CCc2cc(S(=O)(=O)CCC(=O)Nc3cc(Cl)ccc3OC)ccc21	-4%[10.9 µM]	1%	14%	?
CC(C)NS(=O)(=O)c1ccc2nc(NC(=O)c3cncc(Br)c3)sc2c1	9%[10.9 µM]	10%	6%	?
Cc1ccccc1-n1c(C)nnc1SCc1nc2ccccc2s1	-13%	-8%	-15%	?
CC1=NNC(=S)NCCCN2CCN(CCCNC(=S)NN=C(C)C=NNC(=S)NCCCN3CCN(CCCNC(=S)NN=C1)CC3)CC2	3%[10.9 µM]	0%[9.22 µM]	-3%[9.22 µM]	1.2%[11.4 µM]
Cn1c(CCNC(=O)c2ccccc2)nc2ccccc21	19%	11%	0%	0.1%
CCOc1ccccc1CNc1ccc2cc(S(=O)(=O)N3CCC(C)CC3)ccc2n1	11%[10.9 µM]	13%	-18%	0.2%
Cc1nc2sc(C(c3ccco3)N3CCN(c4ccc(F)cc4)CC3)c(O)n2n1 (centres undefined)	-12%	5%	17%	-4.0%
COc1cccc2sc(N3CCN(C(=O)CS(=O)(=O)c4ccc(Cl)cc4)CC3)nc12	-10%[10.9 µM]	-6%	-12%	?
O=S(=O)(c1ccccc1)c1nc(-c2ccco2)oc1NCc1ccco1	-21%	12%	10%	3.0%
CCCN1C(=O)c2cc(C(=O)O)ccc2C1O (centres undefined)	5%	-1%	7%	3.0%
CCC(CC)C(=O)NCCc1ccc(OC)c(OC)c1	-4%	-4%	0%	-2.9%
CCc1ccc(NS(=O)(=O)c2ccc3[nH]cc(C(=O)N4CCCCCC4)c(=O)c3c2)cc1	-5%[10.9 µM]	9%	25%	-1.0%
Cc1ccc(C)c(Nc2nc3c(S(=O)(=O)c4ccc(C(C)C)cc4)nnn3c3ccsc23)c1	-15%[10.9 µM]	23%	0%	-1.0%
CCOc1ccc(NC(=O)CSc2nc(C)cc(C)n2)cc1	·	0%	10%	·

3 of the entries above in order of their number in IkB sig inh, highest first:
Molecule | IkB sig inh
COCCn1c(C)cc2c(c1=O)C(c1ccccc1F)C(C#N)=C(N)O2 (centres undefined) | -0.3%
CCc1ccc(NS(=O)(=O)c2ccc3[nH]cc(C(=O)N4CCCCCC4)c(=O)c3c2)cc1 | -1.0%
Cc1nc2sc(C(c3ccco3)N3CCN(c4ccc(F)cc4)CC3)c(O)n2n1 (centres undefined) | -4.0%

(continued)
SMILES	Imprint erasure	p53ts 32C tox	p53ts 39C tox	IkB sig inh
Cc1ccc(NC(=O)CCNS(=O)(=O)c2ccc3c(c2)oc(=O)n3C)c(C)c1	-2%	9%	0%	0.6%
O=C(CCN1CCCCC1)c1csc2ccccc12	-4%[10.9 µM]	0%[9.22 µM]	-7%[9.22 µM]	2.4%[11.4 µM]
O=C(OCCN1CCCCC1)c1c[nH]c2ccccc12	-20%&-6%	4%&1%	0%&15%	-0.7%&1.0%
CCCc1[nH]nc2c1C(C1CC=CCC1)C(C#N)=C(N)O2 (centres undefined)	-30%[inhibitor]	30%	93%[activator]	?
CCOC(=O)c1c(C)[nH]c(CCC(=O)Nc2cc(C)cc(C)c2)c1C	-6%[10.9 µM]	-15%	-5%	?
Cc1onc(-c2ccccc2Cl)c1-c1nc(-c2ccccn2)no1	-10%	18%	7%	-2.2%
Cc1ccc(-c2cc(C(F)(F)F)c(C#N)c(SCCC#N)n2)o1	8%	-1%	13%	0.0%
CCCN1CCN(CC2=C(C(=O)OCC)C(c3ccc(Cl)cc3)NC(=O)N2)CC1 (centres undefined)	-5%[10.9 µM]	4%	27%	-0.7%
CCOC(=O)c1c(NC(=O)CSc2nnnn2-c2ccc3c(c2)OCO3)sc(C)c1C	-1%	-4%	4%	-0.2%
O=C(Nc1ccc(F)c(Cl)c1)C1CCN(C(=O)c2ccc(F)cc2)CC1	-12%[10.9 µM]	-2%	-10%	?
Cc1ccc(S(=O)(=O)Nc2nc3ccc(S(C)(=O)=O)cc3s2)cc1	2%	-6%	-11%	0.5%
Cc1ccccc1OCC(=O)Nc1sc2c(c1C(=O)OC(C)C)CCCC2	-19%[10.9 µM]	-3%	3%	6.2%
CCCCn1c(SCC(=O)N2CCOCC2)nnc1-c1ccoc1C	·	3%	10%	·
COc1cc(CN(C(=O)COc2ccc(Br)cc2)c2ccccn2)cc(OC)c1OC	-9%[10.9 µM]	-11%	-3%	?
CCOCCCNC(=O)c1c[nH]c2ccc(S(=O)(=O)Nc3cccc(OC)c3)cc2c1=O	-13%	-12%	0%	12%
C/C=C/CSc1nc2c(c(=O)[nH]c(=O)n2C)n1Cc1ccc(C)cc1	2%	1%	-19%	-0.5%
Cc1nc(NCCCN2CCOCC2)c2oc3ccccc3c2n1	-3%	6%	4%	-1.9%
COc1ccc(CN(C)c2ccc(-c3nc(C)no3)cc2[N+](=O)[O-])cc1	-7%[10.9 µM]	-21%	-13%	3.0%
COc1ccc(N2CSC3=C(C#N)C(c4cc(OC)ccc4OC)CC(=O)N3C2)c(OC)c1 (centres undefined)	-35%[inhibitor]	0%	-2%	?
COC(=O)c1cc(Br)c(=O)n(CC(C)C)c1	2%	4%	-10%	-2.6%
COc1ccc(CC(=O)NCC(c2cccs2)S(=O)(=O)c2ccc(F)cc2)cc1 (centres undefined)	-14%[10.9 µM]	11%	-12%	?
COc1ccc(OC)c(S(=O)(=O)Nc2cnc3ccccc3c2)c1	-18%	-20%	0%	1.1%
O=c1[nH]c(N2CCN(c3ccccc3)CC2)nc2c1CCC2	-5%	2%	3%	-0.9%
CCC(C)(C)n1nnnc1C(c1ccccc1OC)N1CCSCC1 (centres undefined)	-9%	-4%	3%	6.7%
O=C(c1cc(C(F)(F)F)cc(C(F)(F)F)c1)N1CCC[C@@]2(CCN(c3ccccc3)C2)C1	·	1%	1%	2.6%[11.4 µM]

The listing continues:
SMILES	Imprint erasure	p53ts 32C tox	p53ts 39C tox	IkB sig inh
COc1ccc(-c2cc3nc(C)c(CCC(=O)NCc4ccco4)c(C)n3n2)c(OC)c1	-3%	-5%	6%	?
Cc1ccccc1NC1C=CS(=O)(=O)C1 (centres undefined)	0%	1%	-6%	0.7%
COc1ccc(NS(=O)(=O)c2ccc(OCC(=O)N3CCCC3)cc2)cc1	-14%	18%	0%	-0.4%
Cc1ccc(S(=O)(=O)c2cc3c(=O)n4cccc(C)c4nc3n(Cc3ccco3)c2=N)cc1C	1%	4%	6%	18%
CSc1nnc(Cn2c(=O)sc3ccccc32)n1C	-8%	3%	0%	-0.7%
O=C(NCCCN1CCN(c2ccccc2F)CC1)C1COc2ccccc2C1 (centres undefined)	-11%[10.9 µM]	-3%	2%	-1.4%
Cc1ccc(S(=O)(=O)N2CCC(C(=O)N[C@H](C(=O)NCc3ccco3)C(C)C)CC2)cc1	-7%	13%	10%	0.7%
O=C(CN1C(=O)c2ccccc2C1=O)NCC1COc2ccccc2O1 (centres undefined)	0%	7%	-1%	2.6%
CC(C)c1ccc(OCC(=O)Nc2c(C(=O)c3ccc(F)cc3)oc3ccccc23)cc1	15%[10.9 µM]	-2%	18%	0.4%
COCCNC(=O)C(c1ccc(C)o1)N(Cc1ccco1)C(=O)c1snc(C(N)=O)c1N (centres undefined)	·	0%	0%	·
CC(c1ccccc1F)n1cc(C(=O)NCCCn2ccnc2)nn1 (centres undefined)	·	-4%	13%	·
COc1ccc(NC(=O)c2nnn(Cc3nc(-c4cc(OC)c(OC)c(OC)c4)oc3C)c2C)cc1Cl	12%[10.9 µM]	10%	13%	8.1%
Cc1ccc(CSC2=Nc3ccccc3C3=NC(CC(=O)NC4CCCCC4)C(=O)N23)c(C)c1 (centres undefined)	11%[10.9 µM]	5%	-8%	?
Cc1ccc(C(C)C)c(OC(C)C(=O)NCC2(N(C)C)CCCCC2)c1 (centres undefined)	-15%[10.9 µM]	-3%	-29%	-0.1%
Cc1ccc(CN2CCSc3ccc(C(=O)NCC(C)c4ccccc4)cc32)cc1 (centres undefined)	-21%[10.9 µM]	7%	1%	?
CC(c1ccccc1)C1C(C#N)=C(N)OC2=C1C(=O)CC(C)(C)C2 (centres undefined)	-11%	25%	1%	2.0%
CCCCC(=O)Nc1cccc(-c2cn3ccsc3n2)c1	-22%	?	-26%	-1.9%
COc1ccc(OC)c(NC(=O)CSc2nc3cccnc3n2C)c1	-13%	-11%	2%	-0.1%
Cc1ccc(-n2c(SCC(=O)NCc3ccco3)nnc2-c2cccnc2)c(C)c1	-29%	-8%	14%	?
O=C(CSc1ncnc2sc3c(c12)CCCC3)c1ccccc1	·	10%	16%	·
Cn1c(=O)n(C)c2cc(/C=N/n3cnnc3)ccc21	-1%	3%	-6%	0.2%
CN(C)CCNS(=O)(=O)N(C)C	-1%[10.9 µM]	5%[9.22 µM]	-7%[9.22 µM]	-0.2%[11.4 µM]
CC(C)CO/N=C1/C[C@@H](O)[C@@H](O)[C@@H]2[C@@H]3C(=O)N(Cc4ccccc4)C(=O)[C@H]3CC[C@H]12	·	5%[9.22 µM]	-4%[9.22 µM]	·
Cc1nc(CC(=O)N2CCN(S(=O)(=O)c3ccccc3C#N)CC2)cs1	3%	-2%	2%	0.2%
Cc1cccc(N2CCN(C(=O)CS(=O)(=O)Cc3nc(-c4ccccc4F)oc3C)CC2C)c1 (centres undefined)	-16%	10%	15%	?

An excerpt of these results, with two lines to a compound:
The line under a structure holds: Imprint erasure	p53ts 32C tox	p53ts 39C tox	IkB sig inh
Cc1ccc(S(=O)(=O)c2cc3c(=O)n4cccc(C)c4nc3n(Cc3ccco3)c2=N)cc1C
→ 1%	4%	6%	18%
Cc1nc(CC(=O)N2CCN(S(=O)(=O)c3ccccc3C#N)CC2)cs1
→ 3%	-2%	2%	0.2%
Cc1ccc(CN2CCSc3ccc(C(=O)NCC(C)c4ccccc4)cc32)cc1 (centres undefined)
→ -21%[10.9 µM]	7%	1%	?
O=C(CSc1ncnc2sc3c(c12)CCCC3)c1ccccc1
→ ·	10%	16%	·
CC(c1ccccc1F)n1cc(C(=O)NCCCn2ccnc2)nn1 (centres undefined)
→ ·	-4%	13%	·

More compounds follow.
SMILES	Imprint erasure	p53ts 32C tox	p53ts 39C tox	IkB sig inh
CO[C@@H](C(C)C)[C@@H](C)[C@@H]1OC(=O)C[C@@H]1O	·	-3%[9.22 µM]	8%[9.22 µM]	·
Cc1cccc(OCc2nnc(SCc3nc4cc(C(F)(F)F)ccc4c(=O)[nH]3)o2)c1	-5%	-18%	-18%	0.1%
c1ccc(-c2cccc(N3CC4(CCNCC4)C3)c2)cc1	·	-6%	?	-4.5%[11.4 µM]
Cc1ccc2[nH]c(CSc3nnc(NC(=O)c4ccc(Cl)cc4)s3)cc(=O)c2c1	24%[10.9 µM]	-4%	12%	-2.8%
CCc1nnc(SCc2cccc(Cl)c2)c2cc3sccc3n12	-15%[10.9 µM]	6%	?	-2.6%
CC1CC(C)CN(CCCNC(=O)Cn2ncc3c(=O)oc4ccccc4c32)C1 (centres undefined)	-15%	-9%	-3%	0.1%
COc1ccc(NC(=O)CSc2nc3ccccc3c(=O)n2CCNC(C)=O)c(OC)c1	-16%	3%	-7%	-2.6%

No enrichment for hits; any-hit rate near 1.8%.
